High-throughput results (PubChem)
Diaph inh CS: counter-screen for diaphorase-based assays: diaphorase inhibitors and chemical oxidizers | diaphorase resazurin-to-resorufin fluorescence, NADH, 16 min; bacterial (C. kluyveri) enzyme, not human | AID 1217 | inhibition, % at 20 µM | 0.69% of 190,000 active;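 active = primary screen inhibition at 20 µM above a set limit, cut at about 50% in these data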;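 note: plate controls were DMSO with full reaction for no effect and wells lacking NADH for full effect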
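material = Clostridium kluyveri diaphorase enzyme | amount = 0.14 U/mL diaphorase, enzyme working solution | schedule = incubation 16 min, room temperature | detection = fluorescence of resorufin formed from resazurin, Ex 544/Em 590 nm | benchmarks = positive control minus NADH, DMSO neutral control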
STAT3 inh: reduces IL-6 driven STAT3 reporter signal. inhibition, % at 5.5 µM. AID 862. U3A cells, IL-6 STAT3-luciferase reporter, luminescence; host cell line lacks STAT1. 0.89% of 190,000 active;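 active = inhibition above the mean inhibition across all screened compounds plus 3 SD, cut at about 44% in these data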;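 note: 0% = DMSO only wells and 100% = 100 µM nifuroxazide control wells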
Diaphorase act: activates diaphorase or chemically reduces, flagging diaphorase assay artifacts. Diaphorase/resazurin coupled assay, resorufin fluorescence, 16 min; stronger effect = higher value; 1 = vehicle wells, 0 = NADH-free wells. activation factor at 20 µM. 0.005% of 190,000 active. AID 1229;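 active = diaphorase activity raised at least twofold by the compound at 20 µM; inactive = activation factor below 2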
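Material: purified diaphorase enzyme from Clostridium kluyveri; Also added: 0.114 mM NADH and 0.1 mM resazurin, final amounts; Doses: single compound dose of 20 µM, 1% DMSO final; Times: 16 min enzyme reaction, ambient temperature; Detection: resorufin fluorescence, excitation 544 nm, emission 590 nm; Measure: increased resorufin signal from activators or reducing compounds.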
STAT3 act: activators of IL-6 induced STAT3 signaling. AID 871. U3A cells, IL-6 STAT3-luciferase reporter, luminescence; 100% = signal with IL-6 EC80 alone. activation (% of control), % at 5.6 µM. 0.91% of 190,000 active;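 active = activation above the screen-wide mean of compound activation plus 3 SD, cut at about 130% in these data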;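 note: 0% = background luminescence of wells with medium and substrate only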
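Material: STAT3-luciferase reporter U3A cells. Controls: IL-6-treated wells, 100% activation. Read-out: % activation versus median of IL-6-stimulated wells. Probe or stimulus: IL-6 stimulus at 33 ng/mL final. Timing: compound 1 h, then IL-6 6 h at 37 °C. Signal: reporter luminescence signal.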
Hsp70 activator: Hsp70 transcriptional activation, primary screen. activation, % at 10 µM. 0.04% of 200,000 active. HeLa Hsp70 promoter luciferase reporter, luminescence; scaled: vehicle 0, proteasome-inhibitor control 100%;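 active = activation above the mean across all tested compounds plus 3 SD, cutoff set per campaign, cut at about 5.5% in these data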;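 note: 100% = MG132 at 30 µM as the positive control and 0% = DMSO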
APP 5UTR inh: APP translation inhibition. SH-SY5Y APP 5'UTR-luciferase reporter, luminescence. 0.82% of 190,000 active. AID 1285. inhibition, % at 2 µM;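 active = inhibition above a set limit, derived from the sample mean plus 3 SD, cut at about 45% in these data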; note: values of inactives mirror those of a sister screen read the other way
TLR4-MyD88 BLA: blocks binding of human TLR4 to MyD88; O00206+Q99836; HeLa CL3-4 TLR4/MyD88 BLA complementation, FRET ratio; inhibition, % at 8.4 µM; 0.18% of 200,000 active; in the data active = inhibition above about 25%;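 note: 0% = vehicle and 100% = reference inhibitor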
Target sequence (O00206 whole entry, looked up): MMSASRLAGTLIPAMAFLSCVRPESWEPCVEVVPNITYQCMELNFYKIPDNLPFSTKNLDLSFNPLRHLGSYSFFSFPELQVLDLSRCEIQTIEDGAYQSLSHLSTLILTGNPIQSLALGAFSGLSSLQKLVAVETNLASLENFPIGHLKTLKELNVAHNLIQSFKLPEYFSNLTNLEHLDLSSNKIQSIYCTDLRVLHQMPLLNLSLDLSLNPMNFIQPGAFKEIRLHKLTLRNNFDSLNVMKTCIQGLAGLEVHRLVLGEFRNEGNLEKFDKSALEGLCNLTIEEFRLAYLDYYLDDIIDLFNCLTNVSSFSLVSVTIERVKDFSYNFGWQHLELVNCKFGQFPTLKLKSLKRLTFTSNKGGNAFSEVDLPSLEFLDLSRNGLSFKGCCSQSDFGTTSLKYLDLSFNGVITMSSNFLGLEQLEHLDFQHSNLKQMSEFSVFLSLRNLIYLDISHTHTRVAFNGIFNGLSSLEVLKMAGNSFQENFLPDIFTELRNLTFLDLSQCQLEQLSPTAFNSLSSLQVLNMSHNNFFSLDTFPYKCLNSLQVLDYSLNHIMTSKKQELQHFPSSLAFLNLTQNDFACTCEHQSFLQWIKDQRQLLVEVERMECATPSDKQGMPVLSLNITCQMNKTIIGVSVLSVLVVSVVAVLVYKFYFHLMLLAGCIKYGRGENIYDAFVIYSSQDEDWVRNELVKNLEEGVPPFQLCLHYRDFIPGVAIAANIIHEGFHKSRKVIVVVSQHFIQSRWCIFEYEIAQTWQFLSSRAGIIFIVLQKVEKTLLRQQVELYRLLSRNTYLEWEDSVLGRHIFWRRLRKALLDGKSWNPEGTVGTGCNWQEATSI
Target sequence (Q99836 whole entry, looked up): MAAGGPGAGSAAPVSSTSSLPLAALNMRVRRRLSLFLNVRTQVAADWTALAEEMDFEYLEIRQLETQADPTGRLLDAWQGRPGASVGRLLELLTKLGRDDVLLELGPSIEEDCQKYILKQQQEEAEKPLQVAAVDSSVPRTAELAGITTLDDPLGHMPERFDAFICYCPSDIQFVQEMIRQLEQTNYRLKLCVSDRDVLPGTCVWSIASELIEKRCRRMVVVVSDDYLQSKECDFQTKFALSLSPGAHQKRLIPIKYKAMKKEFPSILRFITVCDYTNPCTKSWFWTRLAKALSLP
G6PDH CS: inhibits Leuconostoc G6PDH, flagging false hits in G6PDH-based assays; Purified L. mesenteroides G6PDH, diaphorase/resazurin coupled fluorescence, 45 min; 0.12% of 200,000 active; inhibition, % at 5 µM; in the data active = inhibition above about 50%
STAT1 activator: activators of IFN-gamma induced STAT1 signaling; NIH 3T3 STAT1-luciferase reporter, luminescence; 100% = IFN-gamma alone, no compound; activation (% of control), % at 5.5 µM; 2.6% of 200,000 active; AID 932;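 active = activation above the screen-wide mean activation plus 3 SD, cut at about 130% in these data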;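 note: raw ratio to IFN-gamma control signal so 100% means no change and 0% no light; values of inactives mirror those of a sister screen read the other way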
STAT1 blocker: inhibitors of IFN-gamma induced STAT1 signaling | AID 920 | NIH 3T3 STAT1-luciferase reporter, luminescence | 0.35% of 200,000 active | inhibition, % at 5.5 µM;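 active = inhibition above a set limit, the mean inhibition across all tested compounds plus 3 SD, cut at about 34% in these data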;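 note: 0% = IFN-gamma with DMSO and 100% = IFN-gamma with 300 µM nifuroxazide; values of inactives mirror those of a sister screen read the other way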
Numbers without * were called inactive; . = no result given.

molecule	Diaph inh CS	APP 5UTR inh	STAT3 inh	STAT3 act	STAT1 blocker	Diaphorase act	Hsp70 activator	G6PDH CS	STAT1 activator	TLR4-MyD88 BLA
CCOC(=O)CNS(=O)(=O)c1ccc(C)cc1	6	-2	3	100	-2	0.9	-0.4	0	102	-13
CCC(c1nnnn1C1CCCC1)N1CCC(C(N)=O)CC1 (configuration not stated)	2	-8	-1	102	0	1	-0.4	0	99	-11
CC(C(=O)Nc1nc2ccccc2s1)n1cc([N+](=O)[O-])cn1 (configuration not stated)	18	1	5	99	2	0.8	-0.1	9	97	-3
S=c1[nH]nc(-c2ccc3ccccc3n2)n1-c1ccccc1	12	-31	-11	108	-6	0.9	-0.3	-9	105	3
CC(C)CN(CC(C)C)C(=S)NC1CCCCC1	5	-10	6	98	-2	1	0.3	-1	101	-7
COCCn1nnnc1CN1CCC(NC(=O)c2ccc(Br)cc2)CC1	8	7	-2	106	9	0.9	-0.4	6	92	0
CCC(=O)Nc1cccc(C(=O)Nc2nccs2)c1	0	-18	29	79	-7	1	-0.4	4	106	14
CCN1C(=O)CC(C(=O)Nc2ccc(F)cc2)SC1=Nc1ccc2c(c1)OCO2 (configuration not stated)	21	16	20	85	3	0.8	-0.3	7	97	-14
OC(c1ccccc1)(c1ccc(F)cc1)C(c1ccccc1)N1CCOCC1 (configuration not stated)	10	0	-6	109	4	0.9	-0.3	0	96	-12
O=c1ccc(OCCOc2ccccc2)nn1-c1ccccc1	14	-8	-4	102	-11	0.9	-0.1	0	110	10
Cc1ccc(C2CC2C(=O)NNC(=S)Nc2cccc(Cl)c2)cc1 (configuration not stated)	16	-16	5	98	6	0.8	-0.2	1	95	-11
Cc1cc(NC(=O)CSc2nnc3c(C)cc4c(C)ccc(C)c4n23)no1	-7	14	5	101	20	1.1	-0.6	2	82	-5
Cc1ccc(-n2c(C)cc(C(=O)COC(=O)c3ccc[nH]c3=O)c2C)cc1	11	-65	-3	104	-28	0.9	0.0	1	124	0
Cn1cc(/C=C(\C#N)C(=O)Nc2ncc(Cc3ccc(Cl)cc3)s2)c2ccccc21	8	2	3	98	4	0.9	-0.4	-2	97	6
COc1ccc(NC(=O)CN(C)C2CCCCC2)c([N+](=O)[O-])c1	12	3	3	99	5	0.9	0.1	-4	96	-4
O=C(c1ccc(F)cc1)c1cn[nH]c1-c1ccccc1O	21	-10	-11	116	11	0.8	-0.4	14	90	-4
CCOC(=O)c1ccc(-n2c(C)nc3c(cnn3-c3ccc(Cl)cc3)c2=O)cc1	12	7	14	90	3	0.9	0.1	-3	97	2
CN1C(=O)c2ccc(C(=O)NCc3ccccc3)cc2C1=O	16	-4	6	97	-3	0.8	0.3	13	99	7
Cc1ccccc1NC(=S)NCc1cccn1C	14	2	-2	102	4	0.9	-0.3	5	97	6
COCCOC(=O)C1=C(N)OC2=C(C(=O)CCC2)C1c1cccnc1 (configuration not stated)	10	-4	4	100	0	0.9	0.0	-1	102	-3
CNC(=S)N1CCC(c2nc3ccccc3s2)CC1	18	-26	13	93	-3	0.8	-0.4	22	102	-3
CC1CCN(c2nc3c(c(=O)n(C)c(=O)n3C)n2CCSc2nc3ccccc3o2)CC1	14	3	11	93	-4	0.9	-0.3	-38	104	-1
COc1cccc(N=C(N)N)c1	13	9	11	92	0	0.9	-0.4	3	99	-11
S=c1[nH]nc(C2CC2)n1Cc1ccccc1	13	7	-3	102	7	0.9	0.0	12	94	-1
CCCNC(=O)c1ccc(SC)cc1OC	13	4	0	106	3	0.9	-0.3	9	98	18
CCN(CC)CCn1c(-c2ccccc2)nc(=S)c2c1CC(C)(C)OC2	17	-16	-3	108	0	0.8	0.8	-10	100	-1
O=C(c1ccc(Cl)cc1)N1CCN=C1c1ccccc1	11	11	-4	105	-1	0.9	-0.4	7	101	-18
C=CCNC(=S)NNC(=O)c1cc(O)ccc1O	34	-16	-1	103	0	0.7	-0.1	22	98	-8
CCOC(=O)c1ccc(NC(=S)N2CCC(O)CC2)cc1	16	-17	-4	107	-8	0.8	-0.2	7	107	-7
O=C(NC1=NCCS1)c1cccc2ccccc12	2	-16	1	109	-24	1	0.1	3	120	2

An excerpt from above in order of SMILES length, lowest first.
molecule	Diaph inh CS	APP 5UTR inh	STAT3 inh	STAT3 act	STAT1 blocker	Diaphorase act	Hsp70 activator	G6PDH CS	STAT1 activator	TLR4-MyD88 BLA
COc1cccc(N=C(N)N)c1	13	9	11	92	0	0.9	-0.4	3	99	-11
S=c1[nH]nc(C2CC2)n1Cc1ccccc1	13	7	-3	102	7	0.9	0.0	12	94	-1
C=CCNC(=S)NNC(=O)c1cc(O)ccc1O	34	-16	-1	103	0	0.7	-0.1	22	98	-8
CCOC(=O)c1ccc(NC(=S)N2CCC(O)CC2)cc1	16	-17	-4	107	-8	0.8	-0.2	7	107	-7
OC(c1ccccc1)(c1ccc(F)cc1)C(c1ccccc1)N1CCOCC1 (configuration not stated)	10	0	-6	109	4	0.9	-0.3	0	96	-12

(cont.)
molecule	Diaph inh CS	APP 5UTR inh	STAT3 inh	STAT3 act	STAT1 blocker	Diaphorase act	Hsp70 activator	G6PDH CS	STAT1 activator	TLR4-MyD88 BLA
O=C(Nc1nnc(SCC(=O)N2CCCCC2)s1)C1CCCCC1	18	-14	-4	107	-3	0.8	-0.1	5	103	10
CS/C(=C\[N+](=O)[O-])Nc1ccc(C)cc1	-11	-2	-11	112	-3	1.1	-0.5	0	102	0
O=C(N/N=C/c1c(F)c(F)c(F)c(F)c1F)c1ccc(Cn2cc(Br)cn2)o1	11	13	12	93	-1	0.9	-0.3	0	101	3
Cc1cc(C(=O)CNCc2ccco2)c(C)n1-c1ccc(F)cc1	10	-27	-9	115	-26	0.9	-0.1	6	123	-7
Cc1ccc2c(Cl)c(C(=O)NCc3cccnc3)sc2c1	13	-3	27	83	0	0.9	0.0	7	100	-6
COCCNC(=O)c1ccccc1-c1ccccc1C(=O)O	5	-7	0	102	3	1	-0.2	2	97	-10
O=S(=O)(CC(O)COc1ccccc1Cl)c1ccccc1 (configuration not stated)	13	-4	-6	105	7	0.9	-0.3	2	93	-9
CC1CCN(C(=O)CSc2nc3c(cnn3-c3ccc(Cl)cc3)c(=O)[nH]2)CC1	9	-1	5	95	-11	0.9	-0.1	-67	108	-17
CCCn1c(C)cc(/C=C(\C#N)C(=O)OCC(=O)Nc2cccc(OC)c2)c1C	7	3	-2	104	-5	0.9	-0.1	7	104	-8
CCC1CCCCN1CCn1c(=S)[nH]c2cc(OC)c(OC)cc2c1=O (configuration not stated)	12	15	-7	113	0	0.9	0.0	0	100	-19
CC(=O)Nc1ccc(NC(=O)c2ccc(C)c(S(=O)(=O)Nc3cccc(C)c3)c2)cc1	10	27	18	90	9	0.9	0.0	13	89	5
CCC(=O)c1cc2c(C)cc(=O)oc2c(C)c1OC(C)=O	6	-6	19	87	2	0.9	-0.1	-1	99	3
Cc1cc(NC(=O)C2COc3ccccc3O2)no1 (configuration not stated)	15	-20	-3	102	9	0.9	0.1	-10	92	6
Cc1ccc([N+](=O)[O-])c2c1C(N1CC(C)OC(C)C1)C(C)(C)O2 (configuration not stated)	6	-7	1	99	1	0.9	-0.3	4	99	-4
CS(=O)(=O)n1nc(-c2ccccc2)nc1NCc1ccco1	0	-5	-13	112	-3	1	-0.5	21	102	6
O=C(COC(=O)Cc1ccc(-c2ccccc2)cc1)NCc1ccc(F)cc1	1	-1	25	84	3	1	0.4	7	98	-6
CCN(CC)c1ccc(S(=O)(=O)N(CC)CC)cc1NC(=O)C1CCCC1	16	-12	-5	106	7	0.8	-0.4	6	93	-14
Cc1cc(NC(=O)C(C)(C)C)no1	9	-16	3	100	2	0.9	-0.4	-8	98	3
O=C(NCc1ccccc1)C(c1ccccc1)N(C(=O)c1csnn1)C1CC1 (configuration not stated)	8	-4	4	100	0	0.9	0.0	6	100	-5
Clc1cccc(-c2nnc3sc(-c4ccccc4)nn23)c1	.	-8	18	87	-4	.	-0.2	.	104	6
CC(C)(O)C#Cc1ccc(C(=O)NCc2ccccc2)s1	.	-12	17	89	7	.	-0.3	.	94	5
CN1CCC(N(C)CC(=O)Nc2cccc(Oc3ccccc3)c2)CC1	7	-15	8	99	6	0.9	-0.7	9	94	21
CC(=O)CSc1nnc(NC(=O)CCc2ccccc2)s1	13	15	-15	113	-4	0.9	-0.6	-2	104	-2
Cc1ccc(NC(=O)COC(=O)CCC(=O)c2ccc(C(C)(C)C)cc2)c([N+](=O)[O-])c1	17	14	-7	110	-9	0.8	-0.3	11	108	-2
Cc1ccc(C2CC(c3cccc(C)c3)n3ncnc3N2)cc1 (configuration not stated)	20	-10	.	.	.	0.8	.	0	.	.
COc1ccc(NCCC#N)cc1	17	7	12	96	1	0.8	0.2	24	99	-2
COc1ccc(OC)c(-c2csc(NC(=O)c3ccc(OCC4CCCO4)cc3)n2)c1 (configuration not stated)	15	-44	-6	104	-3	0.8	-0.3	-26	102	1

As entered above:
Reading of CCOC(=O)CNS(=O)(=O)c1ccc(C)cc1 under TLR4-MyD88 BLA: -13
Reading of Cn1cc(/C=C(\C#N)C(=O)Nc2ncc(Cc3ccc(Cl)cc3)s2)c2ccccc21 under Diaph inh CS: 8

Rows are unselected; any-hit rate near 6.1%.
